sgs1 mgt1: NCI yeast anticancer drug screen, S. cerevisiae sgs1 mgt1 strain. % growth inhibition at 50 µM. AID 161, 2004. actives 10% (n = 78,000);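 also: 0% = growth of vehicle-only cultures of the same strain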
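This yeast growth screen uses a strain with defined DNA-repair lesions; compound-treated growth is compared with vehicle-treated growth.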
mec2-1: NCI yeast anticancer drug screen, S. cerevisiae mec2-1 strain | growth inhibition, % at 50 µM | actives 9% (n = 79,000);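 also: 0% = growth of vehicle-only cultures of the same strain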
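Readout is yeast growth inhibition, normalised to vehicle-treated controls, in the mec2-1 strain exposed to compound.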
yeast bub3: NCI yeast anticancer drug screen, S. cerevisiae bub3 mutant strain; % growth inhibition at 50 µM; actives 9.9% (n = 78,000); AID 167, 2004;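 also: 0% = growth of vehicle-only cultures of the same strain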
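Readout: yeast growth inhibition, expressed relative to vehicle-only wells. The test organism is a mutant strain from a panel with lesions in DNA repair or checkpoint genes.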
yeast mlh1 rad18: NCI yeast anticancer drug screen, S. cerevisiae mlh1 rad18 strain; actives 11% (n = 79,000); growth inhibition, % at 50 µM; AID 175, 2004;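 also: 0% = growth of vehicle-only cultures of the same strain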
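Vehicle-treated cultures served as the reference for growth inhibition in a yeast strain carrying DNA damage repair alterations exposed to each compound.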
yeast rad50: NCI yeast anticancer drug screen, S. cerevisiae rad50 strain; actives 10% (n = 79,000); growth inhibition, % at 50 µM;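 also: 0% = growth of vehicle-only cultures of the same strain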
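Vehicle-treated cultures provide the reference for the growth inhibition reported for compound-exposed, repair-deficient yeast.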
cln2 rad14: NCI yeast anticancer drug screen, S. cerevisiae cln2 rad14 strain; growth inhibition, % at 50 µM; actives 8.3% (n = 78,000);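 also: 0% = growth of vehicle-only cultures of the same strain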
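Test compounds were added to cln2 rad14 yeast cultures; inhibition of growth was then determined by comparison with vehicle treatment.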
The depositor's hits bear a star; . = not tested or not shown; & = joins results of further samples. Rule as the data show it: active = growth inhibition above about 70%; inactive = the rest.

SMILES	sgs1 mgt1	mec2-1	yeast bub3	yeast mlh1 rad18	yeast rad50	cln2 rad14
N#CC1C(=O)SC2c3ccccc3C(=O)c3ccccc3C12 (stereo not given)	38	0	33	70	64	43
CCCCCCCCCCCCCCCCNC(C)c1ccccc1 (stereo not given)	99*	99*	99*	98*	98*	98*
CCCCC/C(C)=N\NS(=O)(=O)c1ccc([N+](=O)[O-])cc1	12	-26	-1	-8	3	-17
O=C(/C=C/c1cccc(Br)c1)c1cccs1	92*	92*	91*	88*	88*	46
COc1cc(C2(C)SCCCS2)cc(OC)c1OC	-4	-8	26	-15	-11	0
CC(=O)OC1(OC(C)=O)C=C2OCOC2=CC1=O	-3	-5	5	5	-7	14
O=C(O)c1cc(N2C(=O)c3ccc4c5ccc6c7c(ccc(c8ccc(c3c48)C2=O)c75)C(=O)N(c2ccc(O)c(C(=O)O)c2)C6=O)ccc1O	3	10	2	26	-8	34
Nc1nc(N)nc(-c2ccccc2N=NNc2ccc([N+](=O)[O-])cc2)n1	7	5	15	9	11	13
CC1CC(C)OC2(CCCC2)O1 (stereo not given)	2	-8	4	-5	8	-13
Cc1cccc(NC(=O)C(=O)C(C(=O)c2ccccc2F)C2OC(=O)c3ccccc32)c1Cl (stereo not given)	18	2	-7	-2	3	4
CCN(CC)CCCNc1cc(OC)c(Cl)c2cccnc12	38	9	-20	29	22	36
Cc1ccc(C(=O)C2C(=O)C(=O)OC2C2OC(=O)C(=O)C2C(=O)c2ccc(C)cc2)cc1 (stereo not given)	39	25	-5	43	44	31
CC(=O)OCC1OC(Sc2nc3ncnc(N)c3[nH]2)C(OC(C)=O)C(OC(C)=O)C1OC(C)=O (stereo not given)	-19	-1	4	-3	-1	-4
CCc1ccccc1NC(=O)NCC(C)C	6	-20	3	-4	-8	-4
CC1=C(C(=O)Nc2ccc([N+](=O)[O-])cc2)C(c2cccc([N+](=O)[O-])c2)C(C(=O)Nc2ccc([N+](=O)[O-])cc2)=C(C)N1	13	-4	-15	-15	-9	-17

The closing five entries of the part before lead into the next:
SMILES	sgs1 mgt1	mec2-1	yeast bub3	yeast mlh1 rad18	yeast rad50	cln2 rad14
CCN(CC)CCCNc1cc(OC)c(Cl)c2cccnc12	38	9	-20	29	22	36
Cc1ccc(C(=O)C2C(=O)C(=O)OC2C2OC(=O)C(=O)C2C(=O)c2ccc(C)cc2)cc1 (stereo not given)	39	25	-5	43	44	31
CC(=O)OCC1OC(Sc2nc3ncnc(N)c3[nH]2)C(OC(C)=O)C(OC(C)=O)C1OC(C)=O (stereo not given)	-19	-1	4	-3	-1	-4
CCc1ccccc1NC(=O)NCC(C)C	6	-20	3	-4	-8	-4
CC1=C(C(=O)Nc2ccc([N+](=O)[O-])cc2)C(c2cccc([N+](=O)[O-])c2)C(C(=O)Nc2ccc([N+](=O)[O-])cc2)=C(C)N1	13	-4	-15	-15	-9	-17
COc1ccc(-c2sc(/N=C/c3ccc(N(C)CCC#N)cc3)c(C#N)c2C)cc1OC	28	-1	18	15	4	16
COC(=O)/C(Br)=C(\Br)c1ccccc1	37	24	53	22	-11	-19
CON1C(=O)c2ccccc2C1=O	-8	4	-22	-9	1	-5
O=[N+]([O-])c1cccc2nc3ccccc3c(NCCC[N+]3([O-])CCCCC3)c12	94*	96*	39	94*	81*	97*
Cc1cc(S(=O)(=O)O)cc(C(C)(C)C)c1O	6	-11	-2	-21	-16	6
COC/C(=N\NC(N)=O)c1ccccc1	-5	-14	-11	-19	-3	-3
CC1(C)/C(=C\CO)C2CCC1C2 (stereo not given)	2	0	-3	4	13	-5
O=C(O)CC(CCCc1ccccc1)C(=O)O (stereo not given)	-11	15	-1	3	-7	41
CC1(CF)SCc2nc3ccccc3n21 (stereo not given)	-24	3	21	-26	-25	11
CCCCC[n+]1ccc(C(N)=O)cc1	-1	-1	2	-3	9	-3
CCO/C=N/n1c(C(=O)NCCCOC)nc2ccccc2c1=O	7	-20	5	2	-6	-6
Nc1ncnc2c1ncn2C1OC(CO)C2OC21 (stereo not given)	2	-8	-6	-30	-13	12
O=C(O)/C=C/c1ccc(OCc2ccccc2)c(OCc2ccccc2)c1	7	-12	-9	-7	1	-11
Cn1c(=O)oc2cc([N+](=O)[O-])c(Cl)cc21	-1	4	-7	7	-3	-1
CN(C)/N=C(/c1nc2ccc([N+](=O)[O-])cc2[nH]c1=O)C(O)c1ccco1 (stereo not given)	-5	-21	-24	14	15	11
O=C(CN1CCOCC1)C(c1ccccc1)c1ccccc1	14	-13	26	1	-1	-8
CCCCS(=O)/C=C\S(=O)CCCC (stereo not given)	5	6	9	2	-7	-16
CCOc1ccc(/C=C/c2ccc3ccccc3[n+]2C)cc1OCC	-5	9	-1	20	16	-14
CCCCCCCCCC(C(=O)OCC)(C(=O)OCC)C1CCCC1	-12	-5	-8	-30	-27	6
CC1C(OC(=O)CCl)CCC2C1(C)CCC1C2(C)CCC2(C)C3CC(C)(C)CCC3(C)CCC12C (stereo not given)	-2	1	2	-10	-13	-12
Cc1ccc(C(C)C)cc1NC(=O)/C=C/c1ccccc1	37	36	24	55	10	-15
O=C(O)c1ccc([N+](=O)[O-])cc1Br	-5	-3	-24	6	4	-45
Clc1ccc(-c2nnc3c4nnc(-c5ccc(Cl)cc5Cl)n4c4ccccc4n23)c(Cl)c1	1	-4	-21	-2	-15	-14
CC(C)(c1ccc(C(=O)O)cc1)c1ccc(C(=O)O)cc1	-1	5	-14	-9	-2	-6
COc1ccc2ccc3ccccc3c2c1C=O	56	13	-12	57	49	18
CCOc1nc(=O)n(CC(=O)c2ccc(Cl)s2)cc1F	-1	17	22	20	5	-8
Nc1c([N+](=O)[O-])cc2c3c(cccc13)CC2	53	28	21	78*	87*	22
N#Cc1cc2c(cc1Cl)Sc1nccn1S2(=O)=O	44	35	77*	64	28	39
CC[C@H](CC[C@@H](C)C1CC[C@H]2[C@@H]3CC=C4C[C@@H](OP(=O)(N5CC5)N5CC5)CC[C@]4(C)[C@H]3CC[C@]12C)C(C)C (stereo not given in full)	0	-18	-36	-18	3	-19
CCOC(=O)C(=O)N1Cc2cc3c(cc2C2CC(O)C(O)CC21)OCO3 (stereo not given)	-1	-4	3	6	-8	6
C=CCSCC1Nc2cc(Cl)c(S(N)(=O)=O)cc2S(=O)(=O)N1C (stereo not given)	8	13	-4	2	23	20
COC(=O)C1(CC(=O)C(c2ccccc2)c2ccccc2)NC(=S)NC(=O)C1C#N (stereo not given)	-13	5	1	-9	6	-3
CN(C)CC(CCC(=O)c1ccccc1)C(=O)c1ccccc1 (stereo not given)	26	16	14	6	8	-46
CCOC(=O)C(C#N)Cc1ccccc1 (stereo not given)	-4	-2	-2	-3	-1	-14
CC1=N/C(=C\c2ccc(N)cc2)C(=O)N1Nc1nnc(NN2C(=O)/C(=C/c3ccc(N)cc3)N=C2C)c2ccccc12	1	-13	-30	-2	-12	7
CCCC/C=C1/CCC(CN(C)C)C1=O (stereo not given)	81*	37	62	54	52	46
CCc1ccccc1NC(=O)C(=O)C(C#N)c1ccccc1Cl (stereo not given)	-18	-31	6	-9	-7	4
Nc1ccc2c(SCc3ccc([N+](=O)[O-])cc3)c3ccccc3nc2c1	89*	88*	84*	84*	74*	85*
O=C1C=CC(=O)N1c1ccc(Br)c(Cl)c1	80*	88*	67	64	69	24
O=C(O)CC(CS(=O)CP(=O)(O)O)C(=O)O (stereo not given)	12	-3	10	13	7	4
COc1ccc2c(c1)c(CO)c(CO)c[n+]2[O-]	16	3	12	6	12	3
CCCCCCCC(C(=O)OCC)C(=O)OCC	9	-3	-4	-8	4	49
C=C1CC2OC(=O)C(=C)C2C(OC(=O)c2ccccc2)/C=C(\C)CCC1OC(=O)c1ccccc1 (stereo not given)	-11	-3	-1	-21	-14	-39
CN1CNC(=O)NC1	10&-12	-10&-26	-11&-23	24&-16	11&-37	8&4
CSc1nc(Cl)c2[nH]c(C)nc2n1	-1	-12	-4	-1	3	-13

Three compounds out of the list, arranged by length of the SMILES, lowest first.
SMILES	sgs1 mgt1	mec2-1	yeast bub3	yeast mlh1 rad18	yeast rad50	cln2 rad14
O=C(O)CC(CS(=O)CP(=O)(O)O)C(=O)O (stereo not given)	12	-3	10	13	7	4
COc1ccc2c(c1)c(CO)c(CO)c[n+]2[O-]	16	3	12	6	12	3
CN(C)CC(CCC(=O)c1ccccc1)C(=O)c1ccccc1 (stereo not given)	26	16	14	6	8	-46

(more compounds)
SMILES	sgs1 mgt1	mec2-1	yeast bub3	yeast mlh1 rad18	yeast rad50	cln2 rad14
COc1ccc(NC(N)=S)cc1	0&-12	-15&-26	-6&-10	1&13	-10&-9	-18&-4
CC1(C)CC(=O)C2=C(C1)NC(SSC1=C(C#N)C(c3ccc(Br)cc3)C3=C(CC(C)(C)CC3=O)N1)=C(C#N)C2c1ccc(Br)cc1 (stereo not given)	-4	2	1	-24	-5	4
O=S(=O)(c1ccccc1)N1CCC1c1ccccc1 (stereo not given)	-9	-4	9	1	-11	22
NCCCCCCCCCCC(=O)O	-11	-8	-6	-3	-7	-11
COc1ccccc1CC(CC(=O)O)C(=O)O (stereo not given)	13	-8	3	8	7	-18
CNC(=S)N/N=C(/C)CCC/C(C)=N/NC(=S)NC	66	43	54	62	67	27
COc1cccc(-c2cc(=O)c3cccnc3[nH]2)c1	29	3	27	14	-49	7
Nc1ncnc2c1cnn2CCO	8	7	-4	8	22	-5
CCCCCCCCCCC(=O)OCC(=O)c1ccc(-c2ccccc2)cc1	3	15	-4	30	-8	-24
O=C(N/N=C(/c1ccccc1)C(F)(F)F)c1ccncc1	-54	-6	15	2	-43	-17
N#CC(=Nc1ccc2ccccc2c1)C1=C(O)c2ccccc2C1=O	0	-3	10	12	16	-30
CN(C)CCSC1=Nc2ccc(Cl)cc2C(c2ccccc2Cl)N(C)C1 (stereo not given)	88*	96*	97*	96*	97*	80*
NC(=O)NC(CCCN=C(N)N)C(=O)O (stereo not given)	.	-36	.	-36	-21	.
CCOC(=O)c1ccc(NC(=O)Sc2ccccc2C)cc1	11	13	28	14	6	8
Nc1ccn[nH]1	1	0	18	1	5	-2
CCCCCNc1ncnc2[nH]ncc12	-5	-15	-30	6	-6	-25
CCCC(=O)CC(C)(C)C	-6	-11	-3	8	0	-4
O=C1CSC(=O)N1	0	-14	-38	-42	-24	-33
NN1CCCN(Cc2ccccc2)CC1	32	17	34	21	33	0
O=c1n(CCCN2CCN(c3cccc(Cl)c3)CC2)nc2ccccn12	22	11	-1	8	46	20
O=C(Cc1ccccc1)NCc1ccc(Cl)cc1	34	18	41	27	4	-6
CC(=O)Sc1ccccc1C(=O)NCc1ccc(Cl)cc1	98*	99*	99*	99*	98*	98*
Cc1ccc(S(=O)(=O)NNCNC(=O)c2ccccc2)cc1	20	6	24	36	9	35
CCOC(=O)Nc1ccccc1	2	12	-7	23	-2	-4
CC(=O)NCCCCCC(=O)N(C)C	-17	-8	-3	-5	-33	-18
CC(O)CN(Cc1ccccc1)CC(C)O (stereo not given)	-7	29	-4	-15	8	-23
COC(=O)c1cccc([N+](=O)[O-])c1	-5	-6	0	-10	-11	-31
C[n+]1cc(N)cc2ccccc21	-7	-5	10	-16	2	3
CCOC(=O)/C(N=Nc1ccc(O)cc1)=C(\C)O	18	28	-1	-1	-6	25
COC1OC(CI)C(OC(=O)c2ccccc2)C(OC(=O)c2ccccc2)C1OC(=O)c1ccccc1 (stereo not given)	10	21	36	33	11	15

In the list so far, 2 have a tert-butyl group.
SMILES	sgs1 mgt1	mec2-1	yeast bub3	yeast mlh1 rad18	yeast rad50	cln2 rad14
Cc1cc(S(=O)(=O)O)cc(C(C)(C)C)c1O	6	-11	-2	-21	-16	6
CCCC(=O)CC(C)(C)C	-6	-11	-3	8	0	-4

(further entries)
SMILES	sgs1 mgt1	mec2-1	yeast bub3	yeast mlh1 rad18	yeast rad50	cln2 rad14
COc1cc(NCCCC2CCCCN2)c2ncccc2c1 (stereo not given)	15	7	7	40	4	-13
COc1nc2c(c(=O)n1C)NC(C(O)C(O)CO)C=N2 (stereo not given)	-26&-24	-34&-21	-16&-15	-17&-23	-27&-35	8&-5
CCCCCCCCCCCCCCCCC1CCc2ccccc21 (stereo not given)	79*	64	76*	86*	57	90*
COC(=O)C1C(c2ccccc2)=N[C@@H](c2ccccc2)[C@H]1C(=O)OC (stereo not given in full)	17	-2	4	77*	17	23
CC(C)N(C(=O)C12C3C4C1C1C2C3C41C(=O)O)C(C)C (stereo not given)	0	-5	17	4	14	23
c1ccc(OCCCCN2CCNCC2)cc1	14	-14	8	-10	2	-10
O=C(NC(=S)Nc1ccccc1Cl)c1ccc(Cl)cc1	25	-11	31	2	-12	1
CC(O)c1ccc2c(c1)Nc1ccccc1S2 (stereo not given)	-16	-22	-24	-11	-7	-7
CCCCCCCCCCCCCCOc1ccc(S(=O)(=O)/N=C(\N)NC(N)=NCCCCCCCCCC)cc1	10	-10	-2	2	30	-21

Looked up one by one from the list above, 2 records:
SMILES	sgs1 mgt1	mec2-1	yeast bub3	yeast mlh1 rad18	yeast rad50	cln2 rad14
c1ccc(OCCCCN2CCNCC2)cc1	14	-14	8	-10	2	-10
O=C(NC(=S)Nc1ccccc1Cl)c1ccc(Cl)cc1	25	-11	31	2	-12	1

Screens from PubChem BioAssay.
